Bioassay records: PubChem, several laboratories
XIAP antagonists: small molecules displacing peptide from XIAP – biochemical, IAP family, fluorescence polarization (AID 1018); displacement, % at 20 µM; hits with a dose series show IC50 in µM; 200,000 compounds, 0.007% hits; XIAP BIR domain, fluorescence polarization peptide displacement; higher % means a stronger effect; in the data active = displacement above about 50%; also: a part of the inactive calls stands beside numbers as strong as those of hits
RSV CPE inhibition: RSV antiviral activity via CPE protection, HEp-2 cells, primary 10 µM value included (AID 2391); 310,000 compounds, 0.13% hits; HEp-2 cells, RSV-induced CPE inhibition; higher % means a stronger effect; one-dose CPE inhibition, % at 10 µM; IC50 in µM for titrated hits; in the data active = a potency from the dose series; inconclusive = CPE inhibition mostly from about 23% at the one dose, without a potency; inactive = the rest, 99 in 100 with CPE inhibition below about 21%; also: strong numbers were not always called active
Dengue-2 NS5 capping: flavivirus cap methylation enzyme inhibition – biochemical, confirmation dose response, primary screen (AID 588689); Dengue-2 NS5 methyltransferase capping enzyme assay, biochemical; higher % means a stronger effect; one-dose inhibition, % at 25 µM; IC50 in µM for titrated hits; 340,000 compounds, 0.3% hits; in the data active = a potency from the dose series; inconclusive = inhibition above about 29% without an active follow-up result
LYP inhibition: inhibitors of LYP phosphatase, biochemical, fluorescence intensity, uHTS (AID 1779); recombinant LYP phosphatase, fluorescence intensity; higher % means a stronger effect; inhibition, % at 11.5 µM; hits with a dose series show IC50 in µM; 290,000 compounds, 0.054% hits; in the data active = inhibition above about 50%;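 also: plate controls were vehicle with enzyme for no effect and no enzyme for full effect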
AID2073: disruptors of CaV2.2 binding to Mint1 – biochemical, HTRF (AID 2073); HTRF protein-protein interaction, Mint1-CaV2.2; higher % means a stronger effect; inhibition, % at 20 µM; hits with a dose series show IC50 in µM; 290,000 compounds, 0.19% hits; in the data active = inhibition mostly above about 51%, no sharp cut-off; inconclusive = no clear call, values can overlap the other calls; inactive = mostly below about 53%; also: some results filed as inactive read as strong as hits
MgcRacGAP inhibition: MgcRacGAP GTPase-activating activity inhibitors, confirmation, biochemical, ADP Hunter fluorescence. MgcRacGAP-stimulated Rac1 GTP hydrolysis, ADP Hunter fluorescence; higher % means a stronger effect; GST-tagged Rac1 F28L mutant substrate. inhibition, % at 30 µM, or IC50 in µM where a hit was titrated. 340,000 compounds, 0.6% hits. AID 624330;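 active = first-screen hits whose inhibition reached a set limit at any dose in the follow-up dose series; inconclusive = inhibition above the set first-screen limit but never retested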;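 also: fluorescence reports GDP produced by GAP-driven GTP hydrolysis; strong numbers were not always called active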
Large T inhibition: TAg ATPase/helicase activity blockers – biochemical (AID 1903); 310,000 compounds, 0.39% hits; inhibition, % at 20 µM; hits with a dose series show IC50 in µM; SV40 large T antigen ATPase/helicase inhibition assay; higher % means a stronger effect; in the data active = a potency from the dose series; inconclusive = inhibition mostly from about 32% at the one dose, without a potency; inactive = the rest, 99 in 100 with inhibition below about 32%; also: strong numbers were not always called active
SIAH1 antagonists: Siah-1 peptide-binding antagonists, primary screen, biochemical, fluorescence polarization, rhodamine-plectin, uHTS (AID 1817). Siah-1 / rhodamine-plectin peptide fluorescence polarization; higher % means a stronger effect. one-dose displacement, % at 20 µM; IC50 in µM for titrated hits. 290,000 compounds, 0.02% hits;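 active = displacement of at least 50% at 20 µM, with a fluorescence ratio check between 0.3 and a set limit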;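 also: plate controls were Siah plus tracer with DMSO for no effect and tracer alone without Siah for full effect; strong numbers were not always called active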
HIV fusion peptide: inhibitors of HIV fusion peptide binding, primary screen, biochemical, uHTS, fluorescence dequenching (AID 1986) | inhibition, % at 20 µM; hits with a dose series show IC50 in µM | 290,000 compounds, 0.3% hits | cell-free peptide binding, fluorescence dequenching, 30 min; higher % means a stronger effect; in the data active = inhibition mostly above about 52%, no sharp cut-off; inactive = mostly below about 76%; also: some results filed as inactive read as strong as hits
Starred values were filed as active, the others as inactive; ? = inconclusive; . = no result given.

canonical_smiles,XIAP antagonists,RSV CPE inhibition,Dengue-2 NS5 capping,LYP inhibition,AID2073,MgcRacGAP inhibition,Large T inhibition,SIAH1 antagonists,HIV fusion peptide
CCOC(=O)C1NN=C(C(=O)c2ccccc2)C1c1ccc(Cl)cc1 (stereo not drawn),-8.3%,4.8%,-2%,7%,-8%,14%,13%,0%,-0.2%
CNC(=S)N/N=C/c1ccccc1Cl,2.2%,1.1%,1%,9%,1%,12%,13%,3%,0.3%
CCC(Sc1nnnn1-c1ccccc1)C(=O)Nc1nc2ccccc2s1 (stereo not drawn),-1.3%,-0.1%,-4%,-3%,14%,7%,2%,4%,0.2%
O=Nc1c2nc3ccccc3n(O)c-2c2ccccc12,-5.7%,63%,5%,-8%,7%,8%,13%,-1%,-1.1%
CN1C(=O)N(C)C(c2ccccc2Cl)C2=C1CC(C)(C)CC2=O (stereo not drawn),.,2.7%,-2%,4%,4%,7%,7%,2%,-1.3%
CSCCC1NC(=O)N(CC(=O)Nc2ccc(N3CCCCC3)cc2)C1=O (stereo not drawn),-5.3%,4.1%,4%,-3%,-8%,12%,19%,-5%,0.6%
CCn1c(C)c(C)c2cc(C(=O)NC3CCCCCC3)ccc21,.,3.8%,1%,-4%,5%,10%,-7%,1%,-0.3%
O=C(CNC(=O)C12CC3CC(CC(C3)C1)C2)N1CCN(S(=O)(=O)/C=C/c2ccccc2)CC1,-2.6%,8.7%,0%,4%,5%,0%,2%,0%,-2.4%
CC(C)Oc1ccc(Br)cc1/C=N\NC(N)=S,-2.0%,4.7%,-7%,6%,22%,7%,16%,-5%,-0.6%
CCc1ccc2c(Cl)c(C(=O)N/N=C/c3c[nH]c4ccccc34)sc2c1,-6.8%,?,-1%,1%,13%,7%,1%,0%,0.8%
CCN(CC)S(=O)(=O)c1ccc(N2CCN(C)CC2)c(NC(=O)Nc2ccc(C)cc2)c1,.,-1.1%,-6%,-12%,-2%,3%,-4%,-5%,-1.7%
CCCn1c2c(c(O)c(C(=O)NCc3ccccc3)c1=O)CCCC2,-4.5%,4.0%,-3%,-1%,28%,1%,3%,2%,-0.5%
COc1ccc(/C=C/c2c(-c3ccc(OC)cc3)sc3ccc(N4CCOCC4)cc23)cc1,.,8.9%,-2%,-4%,13%,9%,10%,-1%,2.3%
CCOC(=O)C1(CCCc2ccccc2)CCN(C(=O)C2CCCO2)CC1 (stereo not drawn),-14%,2.4%,-11%,-4%,1%,3%,7%,-3%,0.1%
Cc1cccc(-c2nnc(SCC(=O)NC3CCCC3)o2)c1,.,.,-3%,-2%,11%,4%,.,-3%,1.2%
COC(=O)c1cc2occc2n1CC(=O)Nc1ccc(C)cc1C,-2.7%,1.1%,-5%,1%,0%,4%,4%,2%,0.9%
CCCCNC(=O)N1CCCN(c2ccc(C#N)cn2)CC1,.,-0.2%,2%,-5%,8%,3%,6%,-2%,0.3%
O=C(N/N=C/c1ccccc1[N+](=O)[O-])c1ccc(COc2ccccc2-c2ccccc2)cc1,-5.6%,7.3%,-4%,4%,3%,5%,-1%,5%,-1.5%
O=C1NCCN(Cc2ccc(F)cc2)C1CC(=O)N1CC=C(c2ccccc2)CC1 (stereo not drawn),.,4.0%,3%,0%,3%,9%,20%,-3%,12%
CN1CCN(c2nc(-c3ccccc3Cl)nc3ccccc23)CC1,.,0.4%,0%,-8%,12%,7%,15%,-5%,0.0%

(listing goes on)
canonical_smiles,XIAP antagonists,RSV CPE inhibition,Dengue-2 NS5 capping,LYP inhibition,AID2073,MgcRacGAP inhibition,Large T inhibition,SIAH1 antagonists,HIV fusion peptide
CCOC(=O)c1cc(CN2CCOCC2)oc1-c1ccccc1,-4.0%,-0.2%,-1%,-16%,38%,3%,15%,-3%,-2.9%
CC(C)C(NC(=O)c1ccccc1F)C(=O)NCc1ccccc1 (stereo not drawn),.,1.3%,-3%,-10%,2%,12%,3%,13%,5.8%
CC1CN(C(=O)c2scc3c2OCCO3)CC(C)O1 (stereo not drawn),-5.0%,0.7%,-6%,-4%,-2%,3%,13%,5%,-1.4%
CCCCn1c(N)c(N(CCOC)C(=O)COC(=O)CCOc2ccccc2)c(=O)[nH]c1=O,.,0.5%,-2%,.,.,4%,11%,.,.
Cc1ccc(Cn2c(N3CCNCC3)nc3c2c(=O)[nH]c(=O)n3C)cc1,.,0.7%,-5%,-9%,13%,2%,11%,-4%,-2.1%
CCC(C)C(NC(=O)C1CCC(C)CC1)C(=O)Nc1ccc(OC)cc1OC (stereo not drawn),-11%,-1.0%,-5%,-6%,10%,12%,-2%,5%,0.0%
O=C(O)c1ccc(-c2ccccc2Cl)o1,.,0.6%,-2%,.,.,3%,7%,.,.
COc1ccc(C(CNC(=O)c2cc3ccccc3cc2O)N2CCOCC2)cc1 (stereo not drawn),.,1.7%,-6%,.,.,77µM*,23%,.,.
OC(C#CCCN1CCCCC1)(c1ccccc1)c1ccccc1,.,0.2%,.,0%,2%,.,5%,0%,0.5%
O=C(CN(c1cccc([N+](=O)[O-])c1)S(=O)(=O)c1ccccc1)N(Cc1ccccc1)Cc1ccccc1,-1.7%,8.4%,0%,12%,12%,7%,13%,-3%,2.4%
CCOc1ccc(C(=O)Nc2ccc3c(c2)OCCO3)cc1,.,8.0%,3%,-9%,11%,4%,8%,0%,0.9%
Cc1ccc(NC(=O)C(=O)NCCCN2CCOCC2)c(C)c1,.,0.4%,5%,-9%,-14%,11%,9%,5%,-0.5%
CCC(=O)c1cc(F)c(N2CCN(S(=O)(=O)c3ccc(C)cc3)CC2)cc1C,-3.9%,3.9%,-1%,6%,10%,8%,3%,0%,6.7%
O=C(NCN1C(=O)C2C3C=CC(C3)C2C1=O)Nc1nncs1 (stereo not drawn),-9.4%,0.5%,10%,-2%,-3%,8%,0%,7%,-0.6%
O=C(O)[C@H](Cc1ccccc1)NC(=O)N1CCN(c2ccccc2)CC1,.,-1.2%,2%,-3%,-5%,10%,14%,4%,0.8%
Cc1cc(C)nc(N/N=C/c2ccccc2OCc2ccccc2)n1,-2.5%,3.2%,-1%,1%,18%,10%,8%,4%,6.6%
COc1cc(NC(=O)CS(=O)(=O)c2ccc(C)cc2)cc(OC)c1OC,-2.0%,-0.1%,-4%,-5%,15%,3%,9%,1%,0.0%
CCC(C)Sc1cc(C(F)(F)F)c(C(=O)Nc2ccc(Cl)cc2)cn1 (stereo not drawn),.,.,-3%,2%,-4%,6%,8%,14%,2.7%
Cc1ccc(OCc2nnc(NC(=O)OCC(C)C)s2)cc1,-4.8%,1.2%,-2%,-11%,4%,11%,3%,0%,-1.7%
COc1cc(C(=O)OCC(=O)NCc2ccccc2)cc(NC(=O)c2ccco2)c1OC,-8.1%,1.1%,-9%,-3%,32%,5%,2%,0%,-0.5%

Whole records, looked up by structure. Screens in order: XIAP antagonists, RSV CPE inhibition, Dengue-2 NS5 capping, LYP inhibition, AID2073, MgcRacGAP inhibition, Large T inhibition, SIAH1 antagonists, HIV fusion peptide
Entry for Cc1ccc(NC(=O)C(=O)NCCCN2CCOCC2)c(C)c1 = ., 0.4%, 5%, -9%, -14%, 11%, 9%, 5%, -0.5%
Entry for CCC(=O)c1cc(F)c(N2CCN(S(=O)(=O)c3ccc(C)cc3)CC2)cc1C = -3.9%, 3.9%, -1%, 6%, 10%, 8%, 3%, 0%, 6.7%
Entry for O=C(CN(c1cccc([N+](=O)[O-])c1)S(=O)(=O)c1ccccc1)N(Cc1ccccc1)Cc1ccccc1 = -1.7%, 8.4%, 0%, 12%, 12%, 7%, 13%, -3%, 2.4%

Going on with the list.
canonical_smiles,XIAP antagonists,RSV CPE inhibition,Dengue-2 NS5 capping,LYP inhibition,AID2073,MgcRacGAP inhibition,Large T inhibition,SIAH1 antagonists,HIV fusion peptide
Cc1ccc(CNC(=O)c2ccccc2N)cc1,-1.8%,1.1%,-5%,-10%,9%,-4%,2%,3%,-3.0%
Cc1ccc(S(=O)(=O)N(C)c2ccc(OC(=O)c3ccc(=O)[nH]c3)cc2)cc1,-8.5%,2.0%,-6%,-3%,-9%,7%,3%,-1%,-0.4%
CCOC(=O)N1CCC(C(=O)NNC(=O)c2ccc(Cl)cc2Cl)CC1,.,1.4%,-5%,0%,7%,9%,10%,0%,1.7%
Cn1c(=O)[nH]c(=O)c2c1nc(NC1CCCCC1)n2CCO,.,-0.3%,-1%,1%,7%,10%,.,0%,-1.4%
Cc1ccc(NC(=O)c2nc[nH]c2C(=O)N2CCOCC2)c(C(=O)c2ccccc2)c1,-2.4%,2.7%,-9%,-3%,24%,10%,25%,0%,-1.2%
CCN(CC(=O)Nc1ccc(OC)cc1)C(=O)c1ccccc1Sc1ccccc1C#N,.,-1.4%,1%,.,.,10%,24%,.,.
COCCc1nn2c(=O)cc(COC(=O)c3cc(OC)c(OC)c(OC)c3)nc2s1,.,5.3%,-2%,-9%,7%,9%,14%,1%,-2.4%
O=C(NC1CCCCC1)C(c1ccco1)N(C(=O)C(F)(F)F)C1CC1 (stereo not drawn),0.2%,1.2%,4%,-4%,-1%,-14%,17%,-2%,2.2%
O=C1NCCN1c1ncc([N+](=O)[O-])s1,.,0.8%,-1%,.,.,2%,21%,.,.
COC(=O)c1cc(Br)c(=O)n(CCN2CCCC2)c1,-4.0%,0.1%,-1%,-3%,-4%,7%,-5%,0%,6.9%
COc1cc2ccccc2cc1C(=O)OCC(=O)N(C)c1c(N)n(Cc2ccccc2)c(=O)[nH]c1=O,.,-1.4%,-2%,.,.,7%,11%,.,.
CC12CN(C(=O)c3ccco3)CC(c3ccccc3)(CN(C(=O)c3ccco3)C1)C2=O,-20%,1.2%,-2%,-7%,13%,0%,3%,-5%,-1.5%
O=C(c1nn2c(C(F)(F)F)cc(-c3cccs3)nc2c1Cl)N1CCCc2ccccc21,-3.2%,?,-1%,1%,29%,10%,18%,-4%,4.8%
CCN1CCN(S(=O)(=O)c2ccc(C(=O)Nc3sc4c(c3C(N)=O)CCN(CC)C4)cc2)CC1,.,1.4%,-38%,-5%,-7%,8%,19%,2%,3.1%
CCOC(=O)C(Cc1ccccc1)NC(=O)CCCC(=O)c1ccccc1 (stereo not drawn),.,-0.1%,-2%,-10%,1%,-1%,5%,1%,0.2%
CCOc1cccc(C(=O)NC(c2ccccc2)C(C)C)c1 (stereo not drawn),-7.3%,1.6%,4%,-9%,3%,-1%,10%,1%,-0.4%
Cc1nc2c(C)cccn2c1/C(O)=C1\C(=O)C(=O)N(CCN(C)C)C1c1ccccc1 (stereo not drawn),.,.,-3%,-6%,3%,6%,7%,-2%,-1.3%
